MBNL1 CUG block = qHTS Assay for Inhibitors of MBNL1-poly(CUG) RNA binding; Potency, µM (titrated, usually from 57.5 µM), for inactives: top-dose activity change, negative = inhibition, hits mostly inhibitors; Muscleblind-like protein 1 (Homo sapiens), Q9NR56; TR-FRET MBNL1-His/biotin-(CUG)12 binding, 665/545 ratio; actives 0.036% (n = 280,000); AID 2675, 2010; active means well fitted inhibition curve with a large enough effect in the signal ratio, with a control signal flat, not every such curve was filed as active; inconclusive means small, poorly fitted or top-dose-only effect, or effect the other way, or a change in a side signal; inactive means no such curve, though single readings can be large or run the other way; the % refers to the signal ratio; further: on the % scale 0 is the no-effect control and ±100 the full control effect
Target sequence (Q9NR56 whole entry, looked up): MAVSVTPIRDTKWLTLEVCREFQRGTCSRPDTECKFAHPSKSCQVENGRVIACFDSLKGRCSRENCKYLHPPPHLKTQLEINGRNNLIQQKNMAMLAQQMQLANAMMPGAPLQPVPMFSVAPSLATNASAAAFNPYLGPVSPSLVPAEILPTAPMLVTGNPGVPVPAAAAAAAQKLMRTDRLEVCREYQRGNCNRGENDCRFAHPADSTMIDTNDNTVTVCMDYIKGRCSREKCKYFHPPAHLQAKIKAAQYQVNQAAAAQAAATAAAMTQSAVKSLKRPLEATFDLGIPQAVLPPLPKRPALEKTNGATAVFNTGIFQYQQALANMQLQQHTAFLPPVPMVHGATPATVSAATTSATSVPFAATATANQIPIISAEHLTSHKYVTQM
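His-tagged MBNL1 binding to biotinylated (CUG)12 RNA was measured by TR-FRET using terbium anti-His antibody (0.055 ng/ul final) and streptavidin-XL665 (5 nM final). Compounds were titrated 92 nM to 58 uM; 60 min at room temperature.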
FLuc counter = qHTS profiling assay for firefly luciferase inhibitor/activator using purifed enzyme and Km concentrations of substrates (counterscreen for miR-21 project); purified FLuc, Km substrates, luminescence inhibition; Potency, µM (highest dose often 57.5 µM), without a hit: at the highest dose activity change, negative = inhibition, most hits filed as inhibitors; actives 6.9% (n = 360,000); AID 588342, 2011;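 further: plate controls were vehicle for no effect and reference inhibitor for full effect; nearly all actives have a fitted effect of over 55% in size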
Target sequence (P08659 whole entry, looked up): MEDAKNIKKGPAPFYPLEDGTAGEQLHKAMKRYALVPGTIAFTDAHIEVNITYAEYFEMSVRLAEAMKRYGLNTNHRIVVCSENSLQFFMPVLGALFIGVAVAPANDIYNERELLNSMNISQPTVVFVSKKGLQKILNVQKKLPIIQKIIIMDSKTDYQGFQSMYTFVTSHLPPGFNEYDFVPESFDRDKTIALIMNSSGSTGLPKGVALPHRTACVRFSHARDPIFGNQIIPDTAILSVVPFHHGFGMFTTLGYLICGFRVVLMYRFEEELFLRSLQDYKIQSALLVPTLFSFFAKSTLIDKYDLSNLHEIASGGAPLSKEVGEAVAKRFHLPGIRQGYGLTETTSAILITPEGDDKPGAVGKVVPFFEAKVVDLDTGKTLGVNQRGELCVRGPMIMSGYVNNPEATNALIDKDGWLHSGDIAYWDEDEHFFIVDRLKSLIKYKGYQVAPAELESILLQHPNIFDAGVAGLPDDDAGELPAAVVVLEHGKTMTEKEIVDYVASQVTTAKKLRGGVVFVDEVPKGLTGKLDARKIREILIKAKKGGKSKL
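Biochemical qHTS of compounds, final roughly 60 µM downward over six points, against 10 nM purified firefly luciferase using Km concentrations of substrates (10 uM D-luciferin, 10 uM ATP) in Tris acetate pH 7.5 buffer; luminescence output.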
NPC1 promoter act = qHTS Assay for NPC1 Promoter Activators; Huh7 NPC1 promoter luciferase reporter, 24 h; Potency, µM (top dose mostly 9.22 µM), for inactives: top-dose activation, actives largely listed as activators; actives 2.4% (n = 320,000);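 further: % of control where 0% means no effect; nearly all actives have a fitted effect of over 60% in size; reporter is driven by a mutant NPC1 promoter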
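Huh7 reporter cells (NPC1 promoter driving luciferase) are dosed with compound for 24 h at 37 °C, 5% CO2; luciferase detection reagent is then added and luminescence measured after 10 min at ambient temperature.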
Rab9 prom act = qHTS Assay for Rab9 Promoter Activators | Huh7 Rab9 promoter-luciferase reporter, luminescence, 24 h | Potency, µM (series often up to 9.22 µM), without a hit: top-dose activation, negative = inhibition, hits mostly activators | actives 2.8% (n = 320,000) | AID 485297, 2010; further: % of control where 0% means no effect; nearly all actives have a fitted effect of over 60% in size
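Huh7 cells stably carrying Rab9 promoter–luciferase reporter, plated 1500 cells/well, compound added after 2 h and incubated 24 h at 37 °C; luciferase luminescence then read after 10 min with detection reagent.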
RORg inh = qHTS for inhibitors of ROR gamma transcriptional activity. Drosophila S2 Gal4-RORgamma UAS-luciferase reporter, 20 h. Nuclear receptor ROR-gamma (Mus musculus), P51450. Potency, µM (top dose mostly 53.6 µM), for the others: at the top dose activity change, negative = inhibition, most hits filed as inhibitors. actives 5.4% (n = 310,000). AID 2551, 2010; further: on the % scale 0 is the no-effect control and ±100 the full control effect; nearly all actives have a fitted effect of over 60% in size
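Drosophila Schneider cells stably carrying a metallothionein-driven Gal4 DBD–ROR gamma fusion and a UAS-Photinus luciferase reporter were exposed to compound for 1 hr, then induced with copper sulfate (700 uM final) for 20 hr at ambient temperature before luminescence reading.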
uPA surface inh = qHTS for Inhibitors of Cell Surface uPA Generation. cell surface uPA generation assay, qHTS. actives 0.31% (n = 330,000). Potency, µM (series often up to 38.3 µM), for inactives: top-dose activity change, negative = inhibition, actives largely listed as inhibitors; active means well fitted inhibition curve with a large enough effect; inconclusive means small, poorly fitted or top-dose-only effect; inactive means no such curve, though single readings can be large or run the other way; tested in mouse RAW 264.7 cells; further: on the % scale 0 is the no-effect control and ±100 the full control effect; nearly all actives have a fitted effect of over 55% in size
BRCA1 expr act = qHTS Assay to Identify Small Molecule Activators of BRCA1 Expression; MCF7-BRCA1-FFLuc reporter, luminescence, 48 h; response scale: scaled: vehicle 0%, 10 µM genistein 100%; Potency, µM (doses to about 46.1 µM), for inactives: top-dose activation, hits mostly activators; actives 1.1% (n = 380,000); AID 624202, 2012; further: nearly all actives have a fitted effect of over 80% in size; some results filed as inactive show a strong effect at the top dose
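Activators of BRCA1 expression were detected as increased firefly luciferase luminescence in engineered MCF7 cells after 48 h compound incubation. Signals were scaled to genistein 10 microM as full activation.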
Gal4-VP16 FLuc = VP16 counterscreen qHTS for inhibitors of ROR gamma transcriptional activity; Potency, µM (doses to about 53.6 µM), for inactives: at the top dose activity, negative = inhibition, actives largely listed as inhibitors; Drosophila S2 Gal4-VP16 UAS-luciferase, luminescence, 20 h; AID 2546, 2010; actives 3.5% (n = 310,000);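 further: Gal4-VP16 expression switched on by copper sulfate through the metallothionein promoter; on the % scale 0 is the no-effect control and ±100 the full control effect; nearly all actives have a fitted effect of over 50% in size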
p53 reactivator = qHTS assay for re-activators of p53 using a Luc reporter. H1299 p53-A138V BP100-luciferase reporter, luminescence, 24 h. Potency, µM (titrated, usually from 92.2 µM), for inactives: top-dose activity change, positive = activation, hits mostly activators. actives 0.063% (n = 320,000). AID 504706, 2011; further: % of control where 0% means no effect; nearly all actives have a fitted effect of over 45% in size
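p53-null H1299 cells stably carrying temperature-sensitive p53-A138V and a BP100-luciferase reporter were pinned with compounds (4-point, 1:5 series) and held 24 hrs at 37 deg C. Luminescence was read 10 min after detection reagent.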
MLL CXXC-DNA inh = qHTS Fluorescence Polarization Assay for Inhibitors of MLL CXXC domain - DNA interaction | Potency, µM (series often up to 115 µM), for inactives: top-dose activity change, negative = inhibition, most hits filed as inhibitors | actives 0.037% (n = 290,000) | MLL-CXXC / FITC-HOXA9 DNA fluorescence polarization | Histone-lysine N-methyltransferase 2A (Homo sapiens), Q03164; active means well fitted inhibition curve with a large enough effect in the polarisation, with a control signal flat, not every such curve was filed as active; inconclusive means small, poorly fitted or top-dose-only effect, or effect the other way, or a change in a side signal; inactive means no such curve, though single readings can be large or run the other way; the % refers to the polarisation
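Purified MLL-CXXC (added from a 7 uM solution) was preincubated 5 min at ambient with pinned compounds in 50 mM Tris-HCl pH 7.5, 50 mM NaCl, 1 mM DTT, 0.05% BSA. Fluorescein-labeled HOX-A9 DNA (50 nM solution) followed, 30 min, then polarization read.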
ELG1 genotox = qHTS screen for small molecules that induce genotoxicity in human embryonic kidney (HEK293T) cells expressing luciferase-tagged ELG1; HEK293T ELG1-luciferase reporter, luminescence, 16 h; Potency, µM (highest dose often 46 µM), without a hit: at the highest dose activity change, positive = activation, hits mostly activators; actives 1.3% (n = 330,000); AID 504466, 2011; further: % of control where 0% means no effect; nearly all actives have a fitted effect of over 60% in size
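Genotoxicity was scored as increased ELG1-luciferase reporter signal, measured by ONE-Glo luminescence (30 min, room temperature). Compound or vehicle exposure of the HEK293T reporter cells lasted 16 hr at 37°C.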
The depositor's hits bear a star; ? = inconclusive; . = not tested or not shown; [ ] = another dose, or the depositor's remark. Unless noted, the call rests on the fitted dose curve; in most records, active means well fitted curve in the direction sought with a large enough effect; inconclusive means small, poorly fitted or top-dose-only effect, or another doubt; inactive means no such curve, though single readings can be large; an effect the other way counts as inactive or inconclusive. Potency means the concentration at half of the fitted maximal effect. Only part of the results is shown; the hit share may differ from the screen's.

SMILES	MBNL1 CUG block	FLuc counter	NPC1 promoter act	Rab9 prom act	RORg inh	uPA surface inh	BRCA1 expr act	Gal4-VP16 FLuc	p53 reactivator	MLL CXXC-DNA inh	ELG1 genotox
Cc1cccc(C(=O)OC(C)C(=O)Nc2ccc(S(=O)(=O)Nc3ncccn3)cc2)c1C (stereo not given)	.	0%	-2%	1%	.	-14%	-7%	.	-3%	.	1%
Cc1ccccc1C1CCCN(Cc2nc(CC3CC3)no2)C1 (stereo not given)	7%	-3%	-4%	0%	34%	-3%	0%	?	-5%	5%	-2%
Cc1nn(-c2ccc(N3CCCCC3)nn2)c(C)c1CCC(=O)Nc1ccc(F)c(F)c1	5%	5.4µM*	2.5µM*	2.5µM*	1%	2%	2.2µM*	-7%	?	-11%	1%
CC(C)C(C(=O)OCC(=O)c1ccccc1)N1C(=O)C2C3C=CC(C3)C2C1=O (stereo not given)	-10%	-15%	-2%	-6%	10%	?	-9%	4%	-4%	-7%	0%
Cc1nnc(SCC(=O)c2c(N)n(C)c(=O)n(C)c2=O)[nH]c1=O	0%	1%	-4%	1%	3%	3%	-19%	5%	-1%	-4%	0%
O=C(COC(=O)C(O)C(O)C(=O)OCC(=O)c1ccc(C(F)(F)F)cc1)c1ccc(C(F)(F)F)cc1 (stereo not given)	-9%	-2%	-2%	-3%	2%	-1%	-6%	-1%	-2%	6%	1%
Cc1ccc(NC(=O)COC(=O)c2ccc(Cl)nc2)cc1S(=O)(=O)N1CCCCC1	.	.	-3%	3%	.	10%	3%	.	-5%	.	3%
Cc1c(Br)cc(C(=O)NCc2ccco2)c(C)c1C	1%	-6%	0%	-1%	-3%	0%	-26%	12%	2%	-5%	1%
COc1ccc(CNC(=O)c2ccc(Cn3nc(C)cc3C)o2)cc1	-1%	2%	2%	-1%	-25%	6%	1%	-8%	-6%	-14%	-6%
CCOc1cc(NC(=S)NCC2CCCO2)c(OCC)cc1NC(=O)C1CC1 (stereo not given)	-5%	2%	-6%	-2%	11µM*	-2%	-1%	10%	-1%	-2%	0%

5 records picked at random from the list so far, as already listed:
SMILES	MBNL1 CUG block	FLuc counter	NPC1 promoter act	Rab9 prom act	RORg inh	uPA surface inh	BRCA1 expr act	Gal4-VP16 FLuc	p53 reactivator	MLL CXXC-DNA inh	ELG1 genotox
O=C(COC(=O)C(O)C(O)C(=O)OCC(=O)c1ccc(C(F)(F)F)cc1)c1ccc(C(F)(F)F)cc1 (stereo not given)	-9%	-2%	-2%	-3%	2%	-1%	-6%	-1%	-2%	6%	1%
Cc1c(Br)cc(C(=O)NCc2ccco2)c(C)c1C	1%	-6%	0%	-1%	-3%	0%	-26%	12%	2%	-5%	1%
COc1ccc(CNC(=O)c2ccc(Cn3nc(C)cc3C)o2)cc1	-1%	2%	2%	-1%	-25%	6%	1%	-8%	-6%	-14%	-6%
CC(C)C(C(=O)OCC(=O)c1ccccc1)N1C(=O)C2C3C=CC(C3)C2C1=O (stereo not given)	-10%	-15%	-2%	-6%	10%	?	-9%	4%	-4%	-7%	0%
CCOc1cc(NC(=S)NCC2CCCO2)c(OCC)cc1NC(=O)C1CC1 (stereo not given)	-5%	2%	-6%	-2%	11µM*	-2%	-1%	10%	-1%	-2%	0%

The listing continues.
SMILES	MBNL1 CUG block	FLuc counter	NPC1 promoter act	Rab9 prom act	RORg inh	uPA surface inh	BRCA1 expr act	Gal4-VP16 FLuc	p53 reactivator	MLL CXXC-DNA inh	ELG1 genotox
CCCc1nnc2c(N(C)S(=O)(=O)c3ccccc3)nc3ccccc3n12	-13%	4%	-5%	0%	-1%	0%	-18%	9%	-6%	1%	8%
COC(=O)c1ccc(OC(=O)c2ccncc2)cc1O	1%	-5%	-5%	-5%	10%	-17%	23%	0%	0%	6%	0%
Nc1c(C(=O)Nc2ccccc2)sc2nc3c(c(-c4ccco4)c12)CCCC3	0%	3%	-8%	-7%	26%	1%	49%	-7%	-6%	1%	3%
COCCn1c(=NC(=O)c2sc3ccccc3c2Cl)sc2cc(S(N)(=O)=O)ccc21	46%[activator]	1%	0%	-1%	6%	12%	-30%	?	-9%	18%	0%
COc1ccc(CCNC(=O)C2(C)CCC(=O)N2CCC(C)C)cc1OC (stereo not given)	-3%	2%	-3%	3%	-21%	9%	3%	-2%	1%	1%	2%
CCn1cc(CN2CCC(n3nccc3NC(=O)c3ccc(OC)cc3)CC2)cn1	-16%	1%	-5%	-2%	-20%	0%	-1%	-6%	0%	5%	5%
Cc1cc(C)nc(SCc2ccc([N+](=O)[O-])cc2)n1	?	3%	-12%	-4%	20%	2%	-1%	-4%	-3%	1%	2%
O=C1CSC(c2ccccc2O)N1Cc1ccccc1 (stereo not given)	-3%	-1%	1%	0%	-8%	?	-51%	2%	-2%	-19%	10%
Nc1nc(Sc2ccc([N+](=O)[O-])cc2[N+](=O)[O-])n[nH]1	?	0%	3%	-2%	-25%	?	-25%	6%	-9%	17%	-1%
CC(=O)Oc1ccc(C(=O)[C@H]2[C@H]3C(=O)N(c4ccc(C)cc4C)C(=O)[C@H]3[C@@H]3C=CC=NN32)cc1	10%	2%	-1%	1%	-32%	2%	5%	-3%	1%	8%	0%
Cc1c(C(c2ccccc2)c2c(C)n(C)n(-c3ccccc3)c2=O)c(=O)n(-c2ccccc2)n1C	-4%	0%	1%	-3%	7%	-3%	1%	1%	.	-7%	-1%
Cc1onc(NC(=O)c2ccc(Cl)cc2Cl)c1Br	-1%	?	?	3.2µM*	-30%	-3%	?	11%	26%	-1%	?
COc1ccc(-c2cc(CCCC(=O)N3CCN(c4ccc(OC)cc4)CC3)no2)cc1	-15%	-15%	-2%	-3%	-29%	3%	-2%	?	3%	16%	0%
O=C(CC(=O)Nc1cccc(F)c1)Nc1cccc(F)c1	3%	1%	5%	4%	28%	2%	15%	21%	15%	4%	2%
O=C(Nc1ccc2c(c1)OCCO2)c1ccc(Br)s1	.	0.67µM*	3.5µM*	1.6µM*	-32%	-9%	?	2%	.	-2%	1.5µM*
CN(CC(=O)Nn1cnnc1)S(=O)(=O)c1ccccc1	2%	?	1%	0%	8%	.	6%	4%	-4%	-12%	1%
O=C(O)CCc1ccc(-c2ccccc2)n1Cc1ccco1	2%	0%	2%	-3%	29%	2%	46%	-5%	0%	-1%	-8%
CCC(=O)Nc1nnc(SCc2ccccc2F)s1	-1%	-3%	14%	?	13%	1%	1%	7%	14%	-1%	-7%
CCOc1nc2cnccc2n(CC(=O)Nc2ccc(C)c(C)c2)c1=O	-1%	0%	1%	-5%	9%	9%	-1%	-8%	1%	8%	4%
CCOC(=O)CC(NCc1ccc(OC)c(OCC)c1)c1ccc(C)cc1 (stereo not given)	.	-7%	-1%	-2%	9%	1%	-18%	-13%	-2%	3%	-5%
CN(CCc1ccccn1)C(=O)c1ccc(OC(F)(F)F)cc1	-2%	-6%	6%	7%	7%	-1%	28%	8%	0%	?	6%
CCCCOc1ccc(CSCCNC(=S)Nc2ccccc2)cc1	?	-2%	-2%	-5%	4.5µM*	-9%	-57%	4.5µM*	?	14%	-8%
COc1ccc(/C=N/NC(=O)c2c(-c3ccccc3)noc2C)cc1[N+](=O)[O-]	?	0%	-1%	-6%	7%	-12%	-3%	-22%	-8%	-7%	-8%
COc1ccc(N2CCN(C(=O)CS(=O)Cc3nc(-c4ccc(OC)c(OC)c4)oc3C)CC2)cc1 (stereo not given)	2%	-1%	8%	4%	0%	-7%	7%	6%	-3%	11%	-6%
Cc1cc(Cl)ccc1OCCCC(=O)NC1CCN(C)CC1	7%	0%	-3%	-7%	14%	.	-50%	5%	-1%	3%	-6%

Compound activity (PubChem BioAssay)
